# Screens from PubChem BioAssay.
# p53 reactivator: re-activators of mutant p53 | H1299 p53-A138V BP100-luciferase reporter, luminescence, 24 h | Potency, µM (series often up to 92.2 µM), inactives show top-dose activity change, positive = activation, most hits filed as activators | 0.063% of 320,000 active; further: potency means the concentration at half of the fitted maximal effect; % of control where 0% means no effect; nearly all actives have a fitted effect of over 45% in size
#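 p53-null H1299 cells stably carrying temperature-sensitive p53-A138V and a BP100-luciferase reporter were pinned with compounds (4-point, 1:5 series) and held 24 hrs at 37 deg C. Luminescence was read 10 min after detection reagent.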
# Rab9 prom act: Rab9 promoter activation; Huh7 Rab9 promoter-luciferase reporter, luminescence, 24 h; Potency, µM (doses to about 9.22 µM), without a hit: at the top dose activation, negative = inhibition, most hits filed as activators; 2.8% of 320,000 active; AID 485297; further: potency means the concentration at half of the fitted maximal effect; % of control where 0% means no effect; nearly all actives have a fitted effect of over 60% in size
#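 Luminescence read-out: Huh7 cells stably expressing Rab9-luciferase, treated 24 h with compound at 37 °C, then lysed with luciferase reagent for 10 min at ambient before reading.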
# Gal4-VP16 FLuc: inhibits Gal4-VP16 luciferase reporter, ROR gamma counter-screen; Drosophila S2 Gal4-VP16 UAS-luciferase, luminescence, 20 h; Potency, µM (doses to about 53.6 µM), for the others: top-dose activity, negative = inhibition, actives largely listed as inhibitors; 3.5% of 310,000 active;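 further: Gal4-VP16 expression switched on by copper sulfate through the metallothionein promoter; potency means the concentration at half of the fitted maximal effect; on the % scale 0 is the no-effect control and ±100 the full control effect; nearly all actives have a fitted effect of over 50% in size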
# BRCA1 expr up: BRCA1 expression activation; 1.1% of 380,000 active; MCF7-BRCA1-FFLuc reporter, luminescence, 48 h; response scale: scaled: vehicle 0%, 10 µM genistein 100%; Potency, µM (series often up to 46.1 µM), for the others: at the highest dose activation, usual class: activators; further: potency means the concentration at half of the fitted maximal effect; nearly all actives have a fitted effect of over 80% in size; some results filed as inactive show a strong effect at the top dose
#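 Luminescence from a BRCA1-driven firefly luciferase in MCF7 cells was read after 48 h compound exposure at 37 C. Data normalized against DMSO and a 10microM genistein activation control, then curve-fitted across the titration.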
# Tb PFK block: inhibitors of T. brucei phosphofructokinase | T. brucei PFK, ADP-Glo luminescence | Potency, µM (highest dose often 57.5 µM), inactives show at the top dose activity, negative = inhibition, most hits filed as inhibitors | 0.17% of 330,000 active | AID 485367;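 further: potency means the concentration at half of the fitted maximal effect; 0% = uninhibited 1x PFK enzyme wells and -100% = no-enzyme wells; nearly all actives have a fitted effect of over 60% in size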
# Target sequence (O15648 whole entry, looked up): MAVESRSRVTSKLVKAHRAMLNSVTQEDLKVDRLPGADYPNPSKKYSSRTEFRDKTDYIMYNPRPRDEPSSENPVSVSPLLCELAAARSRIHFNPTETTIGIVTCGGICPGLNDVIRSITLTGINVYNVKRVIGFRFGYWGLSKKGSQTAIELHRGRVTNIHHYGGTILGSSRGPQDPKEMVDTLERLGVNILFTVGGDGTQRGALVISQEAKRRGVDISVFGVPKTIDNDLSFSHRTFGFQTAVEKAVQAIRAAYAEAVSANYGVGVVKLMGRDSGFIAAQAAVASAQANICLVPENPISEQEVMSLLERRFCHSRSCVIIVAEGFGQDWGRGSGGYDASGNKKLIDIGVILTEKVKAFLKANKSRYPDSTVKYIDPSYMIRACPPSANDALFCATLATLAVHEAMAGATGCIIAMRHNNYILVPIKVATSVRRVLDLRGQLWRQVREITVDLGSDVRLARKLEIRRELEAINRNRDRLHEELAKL
#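 PFK 1.25 nM, F6P 0.5 mM, ATP 0.1 mM, 0.1 M TEA pH 8.0, 5 mM MgCl2, 0.01% Tween20, 0.1% BSA; 45 min RT. ADP-Glo readout. qHTS titration up to 57 uM; curves fitted, compounds curve-classed.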
# TRPV1 ag: activates the human vanilloid receptor TRPV1; Q8NER1; TRPV1-expressing cells, Fluo-8 calcium influx, agonist mode; activation, % at 8.33 µM; 0.19% of 320,000 active; AID 540275; in the data active means activation above about 80%; inconclusive means between about 30% and that limit; further: 0% is about no effect
#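 Fluo-8 calcium influx in TRPV1-expressing cells, kinetic read (ex 480/em 520 nm). Compound added and read 3 min for agonist activity, followed by capsaicin at EC20 final and 2 min further read for enhancement.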
# RORgamma inh: inhibitors of mouse ROR gamma transcriptional activity | P51450 | Drosophila S2 Gal4-RORgamma UAS-luciferase reporter, 20 h | Potency, µM (doses to about 53.6 µM), for the others: at the highest dose activity change, negative = inhibition, usual class: inhibitors | 5.4% of 310,000 active; further: potency means the concentration at half of the fitted maximal effect; on the % scale 0 is the no-effect control and ±100 the full control effect; nearly all actives have a fitted effect of over 60% in size
# Target sequence (P51450 whole entry, looked up, the tested form may be a part): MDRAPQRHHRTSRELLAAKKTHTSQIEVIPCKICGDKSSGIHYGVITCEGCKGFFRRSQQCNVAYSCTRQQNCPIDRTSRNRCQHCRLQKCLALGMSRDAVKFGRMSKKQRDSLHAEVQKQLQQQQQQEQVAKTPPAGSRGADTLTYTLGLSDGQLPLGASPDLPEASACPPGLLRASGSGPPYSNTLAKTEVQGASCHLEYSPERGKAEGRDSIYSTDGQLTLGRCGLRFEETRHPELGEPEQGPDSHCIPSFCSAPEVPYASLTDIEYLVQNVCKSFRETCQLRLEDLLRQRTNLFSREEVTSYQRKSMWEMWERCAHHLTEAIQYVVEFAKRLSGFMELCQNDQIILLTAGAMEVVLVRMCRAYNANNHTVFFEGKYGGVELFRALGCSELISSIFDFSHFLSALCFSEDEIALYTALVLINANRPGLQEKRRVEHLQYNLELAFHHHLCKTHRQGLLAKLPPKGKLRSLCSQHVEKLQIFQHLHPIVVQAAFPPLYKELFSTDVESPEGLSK
#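 Luminescence from a UAS-regulated Photinus luciferase reporter in stably transfected Drosophila Schneider cells is measured; decreased signal marks ROR gamma inhibition. Fusion expression is induced by 700 uM copper sulfate for 20 hr.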
# ELG1 repair inh: inhibitors of ELG1-dependent DNA repair in HEK293T cells; AID 504467; Potency, µM (highest dose often 46.1 µM), inactives show at the top dose activity change, negative = inhibition, most hits filed as inhibitors; HEK293T ELG1-luciferase reporter, luminescence, 16 h; DNA damage induced by 5-fluorouridine; 2.3% of 330,000 active; further: potency means the concentration at half of the fitted maximal effect; on the % scale 0 is the no-effect control and ±100 the full control effect; nearly all actives have a fitted effect of over 55% in size
#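 HEK293T cells expressing luciferase-tagged ELG1 (2,000/well) received 5-Fluorouridine plus compound or DMSO for 16 hr at 37 °C. Luciferase was read by ONE-Glo luminescence after 30 min at room temperature.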
# ELG1 genotox: genotoxicity induction in ELG1-luciferase HEK293T cells; HEK293T ELG1-luciferase reporter, luminescence, 16 h; Potency, µM (series often up to 46 µM), for the others: top-dose activity change, positive = activation, usual class: activators; 1.3% of 330,000 active; further: potency means the concentration at half of the fitted maximal effect; % of control where 0% means no effect; nearly all actives have a fitted effect of over 60% in size
#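 ELG1-luciferase HEK293T cells, 2,000/well; compound pinned in; 16 hr, 37 °C, 5% CO2; ONE-Glo, 30 min RT; luminescence on CCD imager.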
# FLuc counter: inhibits or activates purified firefly luciferase, miR-21 counter-screen. purified FLuc, Km substrates, luminescence inhibition. Potency, µM (highest dose often 57.5 µM), inactives show at the highest dose activity change, negative = inhibition, usual class: inhibitors. P08659. 6.9% of 360,000 active;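 further: potency means the concentration at half of the fitted maximal effect; plate controls were vehicle for no effect and reference inhibitor for full effect; nearly all actives have a fitted effect of over 55% in size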
#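 Biochemical qHTS of compounds, final roughly 60 µM downward over six points, against 10 nM purified firefly luciferase using Km concentrations of substrates (10 uM D-luciferin, 10 uM ATP) in Tris acetate pH 7.5 buffer; luminescence output.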
# NPC1 promoter act: NPC1 promoter activation; Potency, µM (titrated, usually from 9.22 µM), for the others: at the top dose activation, actives largely listed as activators; AID 485313; Huh7 NPC1 promoter luciferase reporter, 24 h; 2.4% of 320,000 active;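 further: potency means the concentration at half of the fitted maximal effect; % of control where 0% means no effect; nearly all actives have a fitted effect of over 60% in size; reporter is driven by a mutant NPC1 promoter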
#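 In 1536-well qHTS, Huh7 cells harboring an NPC1 promoter–luciferase construct received compound for 24 h; activation was quantified by luminescence following luciferase reagent addition.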
# * marks the source's active call; other numbers are inactive results; ? = inconclusive; · = no result given; & = joins results of further samples. Unless noted, the call rests on the fitted dose curve; in most records, active means well fitted curve in the direction sought with a large enough effect; inconclusive means small, poorly fitted or top-dose-only effect, or another doubt; inactive means no such curve, though single readings can be large; an effect the other way counts as inactive or inconclusive.
SMILES,p53 reactivator,Rab9 prom act,Gal4-VP16 FLuc,BRCA1 expr up,Tb PFK block,TRPV1 ag,RORgamma inh,ELG1 repair inh,ELG1 genotox,FLuc counter,NPC1 promoter act
O=C(CN(C(=O)c1ccccc1Cl)N1C(=O)CCCC1=O)c1ccc(Cl)cc1,1%,-5%,3%,6%,1%,3,6%,2%,0%,-3%,0%
CCCN(CCC)Cc1c(C(=O)N/N=C/c2cccs2)nnn1-c1nonc1N,-2%,2%,?,-14%,-2%,?,13µM*,7%,-8%,1%,-2%
COC(=O)c1ccc(C2/C(=C(/O)c3ccc(OC)cc3)C(=O)C(=O)N2CC2CCCO2)cc1 (stereo not given),-4%,3%,-3%,9%,-10%,-8,-9%,10%,1%,7%,-5%
COc1ccc(-c2nnc(SCC(=O)NC(=O)NCc3ccco3)o2)cc1,6%,-9%,?,-34%,0%,1,7.9µM*,5%,10%,-1%,2%
NC(=O)c1cnn(-c2cccc(Cl)c2)c1N,-5%,-1%,0%,12%,1%,-14,26%,14%,1%,6%,-5%
O=C(Cn1c2c(c(-c3ccccc3Cl)cc1=O)CCC2)NCCCN1CCOCC1,-1%,3%,-7%,-18%,0%,-1,-3%,-3%,1%,-2%,-1%
OCCNCCSc1ccc(Cl)cc1,-5%,-22%,-2%,13%,-25%,-2,13%,0%,-1%,-1%,1%
COc1cccc(NC(=O)COC(=O)CCOc2ccccc2OC)c1,-5%,4%,7%,16%,-1%,5,7%,7%,3%,-7%,-1%
CC1c2c([nH]c3ccccc23)CCC1C(=O)O (stereo not given),0%,2%,-28%,-5%,?,1,-21%,-2%,1%,5%,2%
COc1ccc(-c2ccn(-c3cccc(F)n3)n2)cc1,?,2.2µM*,9%,3.2µM*,-5%,7,12%,?,?,15µM*,3.2µM*
C/C(N)=C(/C#N)C(=O)COC(=O)c1ccc(O)cc1,20%,-8%,-5%,-5%,-8%,-7,3%,?,-1%,2%,2%
CCOC(=O)C1CCN(C(=O)Cn2c(=O)oc3cc(S(=O)(=O)N4CCCC4)ccc32)CC1,·,8%,-4%,6%,0%,2,3%,7%,0%,2%,-2%
Cc1ccc(NC(=O)CSc2nc(C)c(Cc3ccccc3)c(=O)[nH]2)cc1,2%,1%,-6%,-40%&-17%,-3%,-11,?,4%,0%,?,-2%
O=C(NCc1ccccc1Cl)C1CCN(C(=O)c2sccc2-n2cccc2)CC1,-2%,2%,1%,-9%,0%,3,17%,?,-6%,2%,-3%
CC1CN(C(=S)Nc2ccc(SC(F)F)cc2)CC(C)O1 (stereo not given),-5%,0%,-8%,0%,2%,22,11µM*,-5%,-6%,-3%,6%
CC1CCCCN1C(=O)COc1ccc(F)cc1 (stereo not given),1%,0%,8%,24%,-5%,10,0%,13%,3%,-4%,2%
COc1ccccc1NC(=O)NC1CCCc2ccccc21 (stereo not given),-6%,-2%,2%,-1%,1%,13,-4%,-2%,-7%,1%,2%
Cc1ccc(C(=O)O/N=C2/CC3CCC2(C)[C@@]3(C)CBr)cc1 (stereo not given in full),0%,2%,-12%,-1%,1%,14,-6%,2%,-6%,1%,-5%
CC[n+]1c(/C=C2\C=C(C)CC(C)C2)sc2ccccc21 (stereo not given),-9%,-19%,3%,-31%,2%,7,-35%,-1%,-3%,1%,-28%
COc1cc(C2Nc3ccccc3C(=O)N2NS(C)(=O)=O)ccc1O (stereo not given),1%,5%,-8%,9%,-15%,1,1%,11%,2%,4%,0%
Cc1ccccc1NC(=O)C1CC(=O)N(c2ccc3c4c(cccc24)CC3)C1 (stereo not given),-7%,4%,7%,-1%,3%,·,18%,1%,0%,-1%,-1%
CC(=O)OC[C@H]1O[C@@H](Oc2cc(O)cc3oc(-c4ccc(O)cc4)cc(=O)c23)[C@H](O[C@@H]2O[C@@H](C)[C@H](O)[C@@H](O)[C@H]2O)[C@@H](O)[C@@H]1O,1%,·,·,26%,7%,·,·,12%,-1%,·,·
Cc1ccc(C(=O)c2c(NC(=O)c3ccccc3C)sc(C)c2C)cc1,9%,0%,17%,-8%,0%,·,6%,16%,-2%,-1%,-3%
Cc1cccc(N2C(S)=C(C#N)C(=O)NC23CCCCC3)c1,?,-11%,?,-1%,0%,-1,?,?,2%,?,1%
CC(C)CCNC(=O)c1ccc(Cl)c(NC(=O)c2ccccc2F)c1,0%,-11%,-13%,·,-9%,3,23%,-4%,5%,-1%,-7%
Nc1nc(=S)c2ncn(C3CCCC3)c2[nH]1,17%,2%,0%,-1%,?,3,?,18%,3%,-13%,-4%
CC(=O)Nc1ccc(S(=O)(=O)N2CCN(CCC#N)CC2)cc1,-4%,-1%,6%,-5%,2%,0,0%,21%,-10%,1%,0%
CCCC[C@@H]1CNC(=S)N1CCCC,-3%,-3%,7.9µM*,3%,2%,9,2.8µM*,-6%,0%,3%,-3%
CCOC(=O)C1CCCN(C/C(O)=C(\C#N)c2nc(-c3ccccc3)cs2)C1 (stereo not given),4%,3%,-13%,6%,-6%,0,?,17%,7%,4%,0%
O=C(COC(=O)c1ccccc1[N+](=O)[O-])c1ccc(C2CCCCC2)cc1,-6%,9%,-2%,0%,0%,1,15%,?,2%,0.13µM*,-2%

# Entries shown so far that contain fluorine, in the order listed:
SMILES,p53 reactivator,Rab9 prom act,Gal4-VP16 FLuc,BRCA1 expr up,Tb PFK block,TRPV1 ag,RORgamma inh,ELG1 repair inh,ELG1 genotox,FLuc counter,NPC1 promoter act
COc1ccc(-c2ccn(-c3cccc(F)n3)n2)cc1,?,2.2µM*,9%,3.2µM*,-5%,7,12%,?,?,15µM*,3.2µM*
CC1CN(C(=S)Nc2ccc(SC(F)F)cc2)CC(C)O1 (stereo not given),-5%,0%,-8%,0%,2%,22,11µM*,-5%,-6%,-3%,6%
CC1CCCCN1C(=O)COc1ccc(F)cc1 (stereo not given),1%,0%,8%,24%,-5%,10,0%,13%,3%,-4%,2%
CC(C)CCNC(=O)c1ccc(Cl)c(NC(=O)c2ccccc2F)c1,0%,-11%,-13%,·,-9%,3,23%,-4%,5%,-1%,-7%

# Later entries:
SMILES,p53 reactivator,Rab9 prom act,Gal4-VP16 FLuc,BRCA1 expr up,Tb PFK block,TRPV1 ag,RORgamma inh,ELG1 repair inh,ELG1 genotox,FLuc counter,NPC1 promoter act
CCn1c(=O)n(CC)c2cc(N3CCCC3)c(NC(=O)c3ccccc3OC)cc21,-9%,0%,-10%,-23%,3%,?,24%,?,-8%,-2%,-1%
CCn1c(-c2cc(-c3ccccc3OC)nc3ccccc23)n[nH]c1=S,-11%,0%,-3%,-5%,13%,10,7.9µM*,16µM*,-8%,1%,-1%
COc1ccc(N(C(=O)Cn2nnc3ccccc32)C(C(=O)NCc2ccco2)c2cccnc2)cc1 (stereo not given),-11%,16%,3%,-6%,-1%,-2,1%,2%,3%,8%,-3%
COc1cccc(CC2CC(=O)N(c3ccc4c(C)cc(=O)oc4c3)C2=O)c1 (stereo not given),2%,5%,8%,5%,-2%,-6,40%,11%,5%,-3%,1%
CC1=CC(C)(C)N(C(=O)CN2C(=O)c3ccccc3C2=O)c2ccccc21,8%,-5%,-7%,9%,0%,25,11%,1%,-3%,-3%,1%
O=C(O)CNC(=S)N(Cc1ccccc1Cl)C1CCCCC1,-2%,2%,0%,-20%,-1%,1,-26%,-6%,2%,?,-1%
CC(Sc1nncn1C)C(=O)NCc1ccc2c(c1)OCO2 (stereo not given),-3%,1%,-1%,11%,-4%,2,1%,14%,3%,1%,-5%
O=C(Cc1ccccc1)Nc1cccc(S(=O)(=O)N2CCCCCC2)c1,-4%,2%,·,-39%,-6%,?,·,-11%,-1%,1%,-1%
CN1CC=C2C(C#N)=C(N)C(C#N)(C#N)[C@H](c3cccs3)[C@H]2C1,19%,-4%,-7%,7%,1%,2,40%,-11%,-7%,0%,0%
O=C1CC(c2ccc(F)cc2)CC2=C1C(c1ccc([N+](=O)[O-])o1)Nc1ccccc1N2 (stereo not given),1%,-9%,32%,-41%,0%,·,?,?,-8%,-14%,0%
CCN(CC)CCC(=O)Nc1ccc2c(c1)N(C(=O)CN(CC)CC)c1ccccc1CC2,2%,-3%,5%,-9%,-1%,-2,0%,-2%,2%,1%,-2%
C=CCN=C1S/C(=C/c2ccc([N+](=O)[O-])cc2)C(=O)N1CC=C,3%,-4%,-13%,0%,-4%,0,9%,-3%,1%,1%,-1%
CCC(=O)N(C)CCc1cc2c(c(OC)c1/C=N/Nc1ccc(C(=O)O)cc1)OCO2,12%,1%,-20%,9%,7%,1,?,10%,17%,?,0%
